MT1-MMP act inh: MT1-MMP (human) activation inhibition; P50281; HT1080 RFP-PRO-GFP cells, GFP/RFP ratio fluorescence, overnight; percent of plate control window, DMSO zero; GFP/RFP ratio change, % at 20 µM; 360,000 compounds, 0.061% hits; AID 651647;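 active = GFP/RFP ratio change of at least 30% with cell ATP level not reduced by more than half and red fluorescence within 50% of control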; also: strong numbers were not always called active
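Assay system: HT1080 RFP-PRO-GFP cells | Dosing: 20 µM single dose, 1% DMSO | Incubation: Cells overnight before dosing, compound overnight, 37 °C, 5% CO2 | Evaluation: GFP/RFP fluorescence ratio | Control set: DMSO-only wells and HT1080 RFP-L50D-GFP cell wells as references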
CSN inh: blocks human CSN-mediated cullin deneddylation. inhibition, % at 12.5 µM. 360,000 compounds, 0.38% hits. Purified CSN, SCF-Nedd8-OG deneddylation, fluorescence polarization. Q92905;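 active = pattern-corrected inhibition above about 35%, with an unprinted fluorescence ratio check between 0.5 and 1.5, limit read from the data, passing the limit was not always enough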;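 also: 0% = enzyme with substrate and 100% = substrate without enzyme; some results filed as inactive read as strong as hits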
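Test system: purified human Csn5 enzyme expressed in HEK293T cells. Amount: 0.24 nM enzyme. Reagent: SCFSkp2-Nedd8OG substrate at 10 nM final. Schedule: 90 min incubation of compound, enzyme and substrate at room temperature. Detection: fluorescence polarization. Read-out: % inhibition of substrate cleavage by Csn5.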
Rin1 Abl inh: blocks binding of human Rin1 to Abl. P00519+Q13671. TR-FRET Rin1/Abl binding, biochemical. inhibition, % at 7.35 µM. 360,000 compounds, 0.4% hits. AID 588664; in the data active = inhibition above about 5%, passing the limit was not always enough
MsrA inhibitor: inhibitors of bovine MsrA; purified bovine MsrA, absorbance read-out; inhibition, % at 15.5 µM; 360,000 compounds, 0.75% hits; in the data active = inhibition above about 4.5%;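 also: 0% = vehicle wells with enzyme and 100% = reference inhibitor wells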
eLon inh: inhibitors of E. coli Lon protease; inhibition, % at 7.94 µM; P0A9M0; purified E. coli Lon protease, fluorescence polarization; 360,000 compounds, 0.42% hits; in the data active = inhibition above about 13%, passing the limit was not always enough;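 also: 0% = enzyme with probe and DMSO and 100% = no enzyme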
Target sequence (P0A9M0 whole entry, looked up): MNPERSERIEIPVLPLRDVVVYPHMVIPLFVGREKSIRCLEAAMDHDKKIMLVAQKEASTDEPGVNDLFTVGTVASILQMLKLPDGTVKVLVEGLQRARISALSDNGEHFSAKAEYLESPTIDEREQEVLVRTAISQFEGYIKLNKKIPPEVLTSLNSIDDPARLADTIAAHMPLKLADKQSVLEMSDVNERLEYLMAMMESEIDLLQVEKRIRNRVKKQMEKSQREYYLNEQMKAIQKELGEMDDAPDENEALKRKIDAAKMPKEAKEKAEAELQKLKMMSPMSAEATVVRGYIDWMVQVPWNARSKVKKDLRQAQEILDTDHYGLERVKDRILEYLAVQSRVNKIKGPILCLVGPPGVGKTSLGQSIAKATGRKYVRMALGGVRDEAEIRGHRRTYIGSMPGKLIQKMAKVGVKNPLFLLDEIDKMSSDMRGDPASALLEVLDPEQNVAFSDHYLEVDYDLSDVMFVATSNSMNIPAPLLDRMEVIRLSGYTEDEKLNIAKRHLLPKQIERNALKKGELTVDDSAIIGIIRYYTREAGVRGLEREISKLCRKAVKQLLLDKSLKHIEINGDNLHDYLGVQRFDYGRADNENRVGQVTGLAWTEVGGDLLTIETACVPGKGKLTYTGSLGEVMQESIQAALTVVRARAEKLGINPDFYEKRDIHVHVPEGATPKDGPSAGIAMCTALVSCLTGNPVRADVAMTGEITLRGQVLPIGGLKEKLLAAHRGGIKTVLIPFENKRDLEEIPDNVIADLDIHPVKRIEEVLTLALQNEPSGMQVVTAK
MLLE-PAM2 inh: blocks PAM2 peptide binding to the PABP1 MLLE domain; P11940; GST-MLLE / FITC-PAM2 fluorescence polarization; inhibition, % at 20 µM; 360,000 compounds, 0.36% hits; in the data active = inhibition above about 35%, passing the limit was not always enough;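 also: plate controls were DMSO wells with GST-MLLE for no effect and wells lacking GST-MLLE protein for full effect; some results filed as inactive read as strong as hits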
FAS-TE inh: FAS thioesterase (human) inhibition; inhibition, % at 15 µM; recombinant FAS-TE, OMFH fluorogenic substrate, fluorescence endpoint; 360,000 compounds, 0.67% hits;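 active = compounds whose normalised, plate-corrected inhibition of enzyme fluorescence in the single-dose primary screen is 50% or more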;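 also: 0% = DMSO with enzyme and 100% = substrate without enzyme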
MsrA act: activates bovine MsrA enzyme; 360,000 compounds, 0.3% hits; purified bovine MsrA, absorbance read-out; activation, % at 10.6 µM; AID 602163; in the data active = activation above about 7.5%;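 also: 0% = vehicle and 100% = reference activator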
Rpn11 inh: blocks the human proteasome subunit Rpn11 | O00487 | human 26S proteasome, Ub4-pepOG fluorescence polarization; 20S core pre-blocked with epoxomicin | calls only at 20 µM | 360,000 compounds, 0.59% hits;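 active = inhibition at 20 µM, scaled to each plate's controls, above about 33%, limit read from the data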
Target sequence (O00487 whole entry, looked up): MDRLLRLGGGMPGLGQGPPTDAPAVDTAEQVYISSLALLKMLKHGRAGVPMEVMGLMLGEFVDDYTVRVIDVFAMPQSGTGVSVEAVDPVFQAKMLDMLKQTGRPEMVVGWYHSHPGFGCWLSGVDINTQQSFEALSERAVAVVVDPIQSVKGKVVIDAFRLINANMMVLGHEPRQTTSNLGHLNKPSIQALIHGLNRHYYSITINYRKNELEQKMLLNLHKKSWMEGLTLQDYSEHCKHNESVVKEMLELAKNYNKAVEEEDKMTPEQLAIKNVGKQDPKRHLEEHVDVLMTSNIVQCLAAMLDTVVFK
The depositor's hits bear a star; i = inactive; . = not tested or not shown; + = active, no number.

SMILES	MT1-MMP act inh	CSN inh	Rin1 Abl inh	MsrA inhibitor	eLon inh	MLLE-PAM2 inh	FAS-TE inh	MsrA act	Rpn11 inh
O=C(Nc1cccc2ccccc12)N(CCO)C1CCS(=O)(=O)C1 (centres undefined)	-6	0	0	0.3	5	-9	-2	-7	i
COCCCNC(=O)[C@H](Cc1ccccc1)NC(=O)CC[C@H]1O[C@@H](n2ccc(=O)[nH]c2=O)[C@H](O)[C@@H]1O	4	2	3	-0.2	3	4	-19	1	i
CCOc1ccc(CCNC(=O)C(C)n2nc(C)n3c(cc4occc43)c2=O)cc1OCC (centres undefined)	2	2	-4	1.1	-6	-11	-7	-1	i
CCCNC(=S)NC1CC2CCCC(C1)N2Cc1ccc(F)cc1 (centres undefined)	-1	2	2	0.1	-4	-72	-3	-1	i
COc1ccc(/C=C(\C#N)C(=O)OCC(=O)NC2CC2)cc1	-3	-4	4	2.4	-1	6	-14	-14	i
CN1CCN(Cc2nc3cc(NC(=O)COc4ccc([N+](=O)[O-])cc4)ccc3n2C)CC1	1	2	4	1.9	-9	2	5	-3	i
Cc1ccc(SCC(=O)OCC(=O)NCCC2=CCCCC2)cc1	1	5	-1	-0.8	-4	0	-5	-3	i
Nc1cccc(-c2nc3ccc(C(=O)c4ccccc4)cc3[nH]2)c1	8	4	3	3.1	-19	8	6	-1	i
COc1ccc(NC(=O)c2cc(C3CCCCN3S(=O)(=O)Cc3ccccc3)on2)c(C)c1 (centres undefined)	2	-2	-1	-0.9	8	13	15	-3	i
CCOc1ccc(CCNC(=O)CCn2nc(C)c3c(C)n(-c4ccccc4)nc3c2=O)cc1	2	0	0	0.9	-11	-3	0	-2	i
COC(=O)c1ccccc1NC(=O)C1CC(=O)N(c2ccccc2)C1 (centres undefined)	2	2	-1	0.4	-3	4	-3	0	i
O=c1cc(-c2cccc(F)c2)oc2ccccc12	0	3	-2	0.1	-2	-15	3	-4	+
Cn1c(=O)c2ccccc2n(Cc2ccccc2F)c1=O	-4	-6	1	-0.1	-3	3	-3	-2	i
CC(=O)Nc1ccc(S(=O)(=O)NCC(=O)OCc2ccccc2)cc1	-3	6	3	-2.2	5	2	-9	0	i
CCCCN(C)C(=O)C1CCN(Cc2cccc(OCc3ccccc3)c2)CC1	4	-2	0	0.3	2	-1	-5	-1	i
O=C(N/N=C\c1cc2c(cc1Cl)OCO2)c1ccc(Br)s1	3	-2	1	0.8	12	-4	-2	-8	i
Nc1ccnc(C(F)(F)F)c1C(=O)c1ccccc1	1	-1	0	-1.6	-12	-1	-4	-5	i
COc1ccc(C2CC(c3cccc(Cl)c3)n3nc(N)nc3N2)cc1 (centres undefined)	-2	-2	0	2.4	-4	-3	4	0	i
Oc1ccccc1C1=Nc2ncnn2C(c2ccccc2)C1 (centres undefined)	-3	4	6	1.8	-9	2	6	-8	i
CC(=O)c1ccc(NC(=O)COC(=O)c2c[nH]c3ccccc23)cc1	2	-5	0	0.1	-2	0	0	0	i
Cc1cc(C)cc(OCc2nnc(SCC(=O)OC3CCCCC3)o2)c1	2	0	0	0.8	-10	12	26	0	i
CC1CN(S(=O)(=O)c2ccc(NC(=O)CCN3C(=O)c4ccccc4C3=O)cc2)CC(C)O1 (centres undefined)	0	-2	-5	0.1	9	0	-2	-3	i
CC(C)NC(=O)c1ccccc1NC(=O)CCc1ccccc1	-3	-3	-2	1.5	-6	-9	-6	-3	i
CC1(C)CC(=O)C(C=NCC2CCN(C(=S)Nc3cccc(Cl)c3)CC2)=C(O)C1	3	2	1	1.1	-1	-70	2	-12	i
COCCN(C(=O)COC(=O)CCc1ccccc1OC)c1c(N)n(Cc2ccccc2)c(=O)[nH]c1=O	3	4	3	-0.6	3	-82	-6	1	i
O=S(=O)(c1cccc(-c2csc(-c3ccccc3)n2)c1)N1CCOCC1	-3	0	-3	0.5	2	-19	31	-1	i
O=S(=O)(NC1CCCC1)c1cc(F)ccc1F	.	-1	0	-0.1	-7	-4	-3	-12	i
N#Cc1cccc(NC(=O)C2SC(=Nc3ccccc3)C(C(=O)N3CCOCC3)=C2N)c1 (centres undefined)	-2	0	-4	2.0	-8	4	14	-5	i
COC(=O)c1ccc(CSc2nc3ccc(S(=O)(=O)N4CCOCC4)cc3[nH]2)cc1	1	-6	-1	-0.5	-1	-23	-2	-4	i
CCn1nc(C)cc1C(=O)N1CCCC(CCC(=O)NCc2ccccc2F)C1 (centres undefined)	-3	-2	0	-0.8	-9	-5	-1	-1	i
N#Cc1c(N)nc2c(c1N)CC(C(F)(F)F)O2 (centres undefined)	-2	0	1	-0.9	-2	-10	-5	-2	i
O=C(CSc1nnnn1C1CC1)N1CCN(c2ccc(O)cc2)CC1	-2	2	2	0.5	-7	-16	-6	-4	i
COc1ccc(C(=O)Nc2ccc3[nH]ccc3c2)cc1OC	2	-3	1	-1.1	11	-6	-5	-1	i
CC(=O)C(Sc1nc(NC(C)(C)C)nc(N(C)C)n1)C(C)=O	6	-4	-2	-1.3	-8	6	-8	-1	i
CCOc1ccc(NC(=O)CCS(=O)(=O)c2cccc3nsnc23)cc1	1	3	1	1.1	-9	-6	-6	-1	i
CN1c2ccccc2C(O)=C(C(=S)Nc2ccc(Cl)cc2)S1(=O)=O	14	0	0	5.4*	-4	36	2	-11	i
CC1(C)CC2CC(C)(CN2/C=N/c2sc3c(c2C#N)CC(C)(C)NC3(C)C)C1 (centres undefined)	-5	-3	-3	-1.2	-2	-4	6	0	i
CCCCNC(=O)c1cc2c(=O)n3cccc(C)c3nc2n(CCN2CCOCC2)c1=N	-2	-3	-12	0.6	-8	4	-9	-1	i
CCNC(=S)N(Cc1ccc2c(c1)OCO2)C1CC(=O)N(c2ccc(F)cc2)C1=O (centres undefined)	3	11	-1	-0.4	-5	-5	16	-2	i
Cc1cc(C)nc(SCc2nnc(SCC(=O)O)n2-c2ccccc2)n1	3	108	-1	2.0	-2	-6	-2	-3	i
O=C(CC1SC(=Nc2ccccc2)N(CCCO)C1=O)Nc1ccc(Cl)cc1 (centres undefined)	4	-2	0	.	2	-2	20	-7	i
CCOc1ccc(CCN2C(=S)N([C@@H](Cc3ccc(O)cc3)CN3CCC[C@@H]3CN3C(=S)NC[C@@H]3Cc3ccc(O)cc3)C[C@@H]2Cc2ccc(O)cc2)cc1	-5	5	.	-0.7	-10	.	-65	-3	.
CN(C)c1ccc(S(=O)(=O)N(C)C)cc1NC(=O)Cc1cccc2ccccc12	-6	4	2	-0.2	13	-2	17	-8	i
CC(=O)Nc1ccc(NC(=O)c2cccc(C(=O)OC(C)C)n2)cc1	-4	1	4	0.0	0	-3	0	-6	i
COc1ccc(C)cc1Nc1n[n+](C)c(-c2ccc(O)cc2O)s1	-2	-4	2	0.4	4	-102	-11	1	i
CC(C)N(C(=O)C(F)(F)F)C(C(=O)NC1CCCCC1)c1ccncc1 (centres undefined)	1	-2	3	-1.1	-4	-13	-9	-2	i
CCc1cc2cccc(C)c2nc1SCC(=O)NC1CCCC1	-4	-4	1	-1.3	-2	9	-1	-2	i
Cc1ccc(S(=O)(=O)NCC(=O)OCCOc2ccc(Br)cc2)cc1	0	4	-1	1.8	-13	1	30	-1	i
Cc1ccnc(NC(=O)CCC(=O)N(CC(=O)NC(C)(C)C)Cc2ccc3c(c2)OCO3)c1	-3	-3	0	0.4	-7	8	-2	3	i
CC(=O)Nc1cc(-c2cccc(F)c2)cn2c(-c3ccc(S(C)(=O)=O)cc3)cnc12	-14	7	-2	0.4	-19	-17	14	-4	i
COc1ccc(C(c2c(C)[nH]n(-c3ccccc3)c2=O)c2c(C)[nH]n(-c3ccccc3)c2=O)cc1OC	22	-8	4	-0.2	13	18	-9	-1	i
CC(=O)Cn1c(CN2CCN(C(=O)c3ccco3)CC2)nc2c1c(=O)n(C)c(=O)n2C	1	2	7	-0.1	3	-14	-5	-3	i
CC(=O)N[C@H]1C[C@@H]1c1ccccc1	7	4	-3	-1.0	-10	0	-8	-5	i
O=C(CCCCl)Nc1c2c(nn1-c1ccccc1)CSC2	-1	1	0	0.3	7	24	-1	1	i
CCCN1C(=O)/C(=C/c2ccc(OCc3ccc(C(=O)O)cc3)c(OC)c2)NC1=S	-7	4	-1	-0.1	11	-124	-6	0	i
CNC(=S)Nc1cccc(C(=O)OC)c1	2	3	-4	-0.8	3	4	-3	0	i
Cc1ccc(S(=O)(=O)N2CCN(C(=O)c3cc(S(=O)(=O)N(C)C)ccc3N3CCCC3)CC2)cc1	-2	1	0	0.4	4	-11	14	-3	i
COc1cccc(NC(=O)COC(=O)c2nc3nccc(C)n3n2)c1	-4	0	0	-0.4	-2	-13	-10	-1	i
CCOC(=O)c1cc2occc2n1CC(=O)NC1CCC(C)CC1 (centres undefined)	-3	-2	-2	1.6	-8	11	2	-2	i
CCCc1nc2c(nnn2Cc2ccccc2Cl)c(=O)[nH]1	0	-4	-1	-0.9	-2	-4	1	1	i
Following part:
SMILES	MT1-MMP act inh	CSN inh	Rin1 Abl inh	MsrA inhibitor	eLon inh	MLLE-PAM2 inh	FAS-TE inh	MsrA act	Rpn11 inh
COc1ccc(C(=O)NN=C2CCCC2)cc1	5	6	-3	-0.1	-1	-9	-5	-2	i
CC(C)Oc1ccc(C(=O)N/N=C/c2ccc(-c3ccc(S(=O)(=O)Nc4ncccn4)cc3)o2)cc1	4	11	-1	4.5	9	-6	-2	-3	i
COc1ccc(F)c(CN2CCN(CCc3ccccc3)C(CCO)C2)c1 (centres undefined)	.	0	5	1.3	4	0	-1	-11	i
Cc1ccc(C(=O)N/N=C\C=C\c2ccccc2[N+](=O)[O-])cn1	3	-3	-4	4.4	0	7	-5	-14	i
O=C(O)CCCCCNc1nc(=S)[nH]c2ccccc12	5	-4	0	2.2	-5	-16	-6	-3	i
CCCCOc1ccc(C(=O)NCC2(c3ccc(OC)cc3)CCOCC2)cc1	-1	0	-2	-0.8	9	5	12	-9	i
CCN(CC(=O)Nc1ccc(C(=O)OC)cc1)Cc1ccccc1	-7	-3	-3	2.6	-1	4	-14	-12	i
COc1ccc(CCN2C(=O)C3C4C=CC(C3C2=O)C2C(=O)N(CCc3ccc(OC)c(OC)c3)C(=O)C42)cc1OC (centres undefined)	-4	5	2	.	8	-4	-5	0	i
CCOc1ccccc1/C=C/C(=O)N1CCN(C(=O)c2ccco2)CC1	0	0	0	1.7	-1	0	-4	-8	i
CC(C(=O)O)n1cc(Cl)cn1 (centres undefined)	2	-8	1	2.4	1	21	-3	-1	i
O=C(CSc1nc2ccccc2[nH]1)NCc1ccc2c(c1)OCO2	2	-1	3	0.3	7	-22	-8	-3	i
CCn1c(SCC(=O)N(C)C2CCCCC2)nc2cc(S(N)(=O)=O)ccc21	-1	1	0	0.2	-3	9	-8	-3	i

3 entries out of the list, arranged by SMILES length, largest number first:
SMILES	MT1-MMP act inh	CSN inh	Rin1 Abl inh	MsrA inhibitor	eLon inh	MLLE-PAM2 inh	FAS-TE inh	MsrA act	Rpn11 inh
Nc1cccc(-c2nc3ccc(C(=O)c4ccccc4)cc3[nH]2)c1	8	4	3	3.1	-19	8	6	-1	i
O=C(CSc1nnnn1C1CC1)N1CCN(c2ccc(O)cc2)CC1	-2	2	2	0.5	-7	-16	-6	-4	i
COc1ccc(C(=O)NN=C2CCCC2)cc1	5	6	-3	-0.1	-1	-9	-5	-2	i

Assay outcomes (PubChem BioAssay)
